# G9a inh = qHTS Assay for Inhibitors of Histone Lysine Methyltransferase G9a | 350,000 tested, 8.8% active | Potency, µM (highest dose often 102 µM), without a hit: at the top dose activity, negative = inhibition, hits mostly inhibitors | G9a H3K9 monomethylation, AlphaScreen, 2 h | Histone-lysine N-methyltransferase EHMT2 (Homo sapiens), Q96KQ7; further: on the % scale 0 is the no-effect control and ±100 the full control effect; nearly all actives have a fitted effect of over 75% in size
# Target sequence (Q96KQ7 913-1193 limits assumed): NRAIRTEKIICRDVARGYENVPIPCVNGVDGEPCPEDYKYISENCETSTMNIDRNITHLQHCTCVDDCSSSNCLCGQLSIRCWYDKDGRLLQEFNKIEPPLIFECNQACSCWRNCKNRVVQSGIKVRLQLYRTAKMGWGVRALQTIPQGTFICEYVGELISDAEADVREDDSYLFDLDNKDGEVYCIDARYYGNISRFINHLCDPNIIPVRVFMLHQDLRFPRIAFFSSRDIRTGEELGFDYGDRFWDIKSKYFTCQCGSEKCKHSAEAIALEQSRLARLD
#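 Methyltransferase reactions run at room temperature for 2 h (20 nM enzyme, 500 nM biotin-H3K9 peptide, 20 uM SAM) after a 15 min compound preincubation; product detected by AlphaScreen beads and anti-H3K9me1 antibody.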
# Apoferritin bind = qHTS Assay for Identification of Novel General Anesthetics | Ferritin light chain (Equus caballus), P02791 | apoferritin/1-aminoanthracene competitive binding, fluorescence | Potency, µM (series often up to 77.5 µM), for inactives: at the top dose activity change, negative = displacement, actives largely listed as inhibitors | 350,000 tested, 0.074% active | AID 485281, 2010; further: on the % scale 0 is the no-effect control and ±100 the full control effect; nearly all actives have a fitted effect of over 20% in size
# Target sequence (P02791 2-175 limits assumed): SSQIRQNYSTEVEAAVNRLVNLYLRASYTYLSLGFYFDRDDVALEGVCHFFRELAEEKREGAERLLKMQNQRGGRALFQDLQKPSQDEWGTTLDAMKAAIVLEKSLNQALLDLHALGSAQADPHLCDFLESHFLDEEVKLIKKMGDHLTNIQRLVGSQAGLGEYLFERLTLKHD
#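 10 uM apoferritin + 50% sat. 1-AMA, PBS; cpd 10 min RT; Ex380/Em535 endpoint; normalized to free probe vs complex; 4-param Hill fit; propofol titration as pos. ctrl.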
# BAZ2B inh = qHTS Assay for Inhibitors of BAZ2B | Bromodomain adjacent to zinc finger domain protein 2B (Homo sapiens), Q9UIF8 | AlphaScreen BAZ2B-H3K14Ac peptide displacement | Potency, µM (titrated, usually from 114 µM), without a hit: at the highest dose activity change, negative = inhibition, most hits filed as inhibitors | 360,000 tested, 4.4% active | AID 504333, 2011; further: on the % scale 0 is the no-effect control and ±100 the full control effect; nearly all actives have a fitted effect of over 60% in size
#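 Multi-concentration screen (max 110 uM) measuring displacement of acetylated histone H3 peptide from BAZ2B by AlphaScreen, using 50 nM protein, 50 nM peptide and 10 ug/mL streptavidin donor plus Ni-chelate acceptor beads.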
# Pol eta inh = qHTS for Inhibitors of Polymerase Eta. recombinant Pol eta, fluorescent DNA replication assay. Potency, µM (titrated, usually from 114 µM), for the others: at the top dose activity change, negative = inhibition, actives largely listed as inhibitors. 390,000 tested, 1.2% active. AID 588591, 2011; further: on the % scale 0 is the no-effect control and ±100 the full control effect
#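 Fluorescent replication assay: 50 nM final substrate added after a 15 min room-temperature compound preincubation with 10 nM enzyme. Signal taken at 0 min and again at 10 min.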
# Pol kappa inh = qHTS for Inhibitors of Polymerase Kappa; Potency, µM (titrated, usually from 107 µM), for inactives: at the top dose activity, negative = inhibition, actives largely listed as inhibitors; purified Pol kappa, fluorescent DNA synthesis assay, 10 min; 400,000 tested, 0.53% active; DNA polymerase kappa (Homo sapiens), Q9UBT6; further: on the % scale 0 is the no-effect control and ±100 the full control effect
#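 10 nM Pol kappa preincubated 15 min at room temperature with compounds, then reaction started with substrate at 50 nM final. Fluorescence read kinetically at 0 and 10 min; buffer-only wells served as negative control.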
# APEX1 inh = qHTS Assay for Inhibitors of the Human Apurinic/apyrimidinic Endonuclease 1 (APE1); Potency, µM (highest dose often 65.8 µM), without a hit: at the highest dose activity change, negative = inhibition, most hits filed as inhibitors; 350,000 tested, 0.35% active; AID 2517, 2012; recombinant APE1, TAMRA/BHQ-2 abasic DNA cleavage fluorescence; DNA repair nuclease/redox regulator APEX1 (Homo sapiens), P27695;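 further: plate controls were vehicle for no effect and reference inhibitor for full effect; nearly all actives have a fitted effect of over 55% in size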
# Target sequence (P27695 whole entry, looked up): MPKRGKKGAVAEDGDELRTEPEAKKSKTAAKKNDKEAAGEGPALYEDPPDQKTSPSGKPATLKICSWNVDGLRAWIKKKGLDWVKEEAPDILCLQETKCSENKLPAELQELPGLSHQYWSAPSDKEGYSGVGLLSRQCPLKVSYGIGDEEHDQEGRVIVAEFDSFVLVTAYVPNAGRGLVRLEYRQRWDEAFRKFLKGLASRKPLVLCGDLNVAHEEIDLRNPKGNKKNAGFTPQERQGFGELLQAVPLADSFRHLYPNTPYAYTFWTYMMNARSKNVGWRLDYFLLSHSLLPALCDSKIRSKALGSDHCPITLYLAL
#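 APE1 at 0.75 nM preincubated 15 min at room temperature with compound. Reaction then started with 50 nM double-stranded THF-abasic substrate labelled with TAMRA/BHQ-2, and 525/598 nm fluorescence read kinetically. Activity taken as third-minus-first read difference, normalized to DMSO and NSC13755 controls.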
# BLM inh = qHTS Assay for Inhibitors of Bloom's syndrome helicase (BLM) | AID 2528, 2010 | Potency, µM (series often up to 56.1 µM), without a hit: at the top dose activity change, negative = inhibition, actives largely listed as inhibitors | 350,000 tested, 0.2% active | recombinant BLM DNA unwinding, fluorescence dequenching;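 further: plate controls were vehicle for no effect and no enzyme for full effect; nearly all actives have a fitted effect of over 35% in size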
# Pol iota inh = qHTS for Inhibitors of Polymerase Iota; Pol iota fluorescent replication assay, 10 min; Potency, µM (titrated, usually from 115 µM), without a hit: at the top dose activity, negative = inhibition, most hits filed as inhibitors; 390,000 tested, 1% active
#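 Pol iota at 10 nM preincubated 15 min with compounds at room temperature; reaction started with fluorescent substrate, 50 nM final. Fluorescence read kinetically at 0 and 10 min; buffer-only wells as negative control.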
# Pol beta inh = qHTS Assay for Inhibitors of DNA Polymerase Beta | P06746 | Pol beta primer extension/strand displacement, fluorescence kinetic | Potency, µM (doses to about 114 µM), for inactives: at the top dose activity change, negative = inhibition, most hits filed as inhibitors | 340,000 tested, 1.3% active | AID 485314, 2010; further: on the % scale 0 is the no-effect control and ±100 the full control effect
#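 Preincubation: enzyme (10 nM) with compound, 15 min, RT. Reaction: substrate added to 50 nM final. Reads: 0 and 10 min. Analysis: normalized, Hill fit.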
# * = called active by the depositor; u = inconclusive; x = no result given; & = joins results of further samples; [ ] = another dose, or the depositor's remark. The call rests on the fitted dose curve; in most records, active means well fitted curve in the direction sought with a large enough effect; inconclusive means small, poorly fitted or top-dose-only effect, or another doubt; inactive means no such curve, though single readings can be large; an effect the other way counts as inactive or inconclusive. Potency means the concentration at half of the fitted maximal effect. Only part of the results is shown; count on the stated rates, not on these rows.
mol	G9a inh	Apoferritin bind	BAZ2B inh	Pol eta inh	Pol kappa inh	APEX1 inh	BLM inh	Pol iota inh	Pol beta inh
CCC(C)(C)NC(=O)CN(Cc1ccco1)C(=O)CCC(=O)Nc1nccs1	32%	1%	-10%	-12%	0%	33%	-5%	4%	15%
Cc1c(Cl)cccc1NC(=S)N/N=C/c1ccccc1Cl	x	-9%	-5%	-9%	4%	12%	-4%	20%	4%
CCOC(=O)Oc1ccc2oc(C)c(C(=O)OCCOC)c2c1	21%	-18%	4%	-10%	-12%	-1%	-1%	-5%	11%
O=C(CSc1ccccc1)Nc1cc(S(=O)(=O)N2CCOCC2)ccc1N1CCOCC1	10%	-8%	-2%	-25%	-8%	-1%	-4%	21%	1%
CCOC(=O)C1=C(COc2ccccc2)NC(=O)NC1c1cccc([N+](=O)[O-])c1 (configuration not stated)	u	-16%	-28%	6%	-5%	2%	-5%	40µM*	3%
CC(NC(=O)C1c2ccccc2Oc2ccccc21)C1CCCO1 (configuration not stated)	u	-5%	-6%	-13%	0%	1%	-1%	-7%	12%
CN1CCN(C(=O)c2cc(Oc3c(F)c(F)c(F)c(F)c3F)cc(C(=O)N3CCN(C)CC3)c2)CC1	-36%	-8%	-8%	-19%	-8%	4%	2%	17%	5%
CCOc1ccccc1NC(=O)C(Sc1nnnn1C)c1ccccc1 (configuration not stated)	5%	-23%	-1%	-18%	-3%	-1%	0%	2%	-22%
Cc1c(O)c2c(=O)n(-c3ccccc3)c(-c3ccccc3)cc2oc1=O	14%	-2%	6%	-14%	-6%	10%	4%	17%	18%
COc1ccc(-c2coc3cc(OC4OC(CO)C(O)C(O)C4O)cc(O)c3c2=O)cc1 (configuration not stated)	14%[12.7 µM]	x	9%	-7%	-3%	13%&1%	3%	-8%	x
COc1ccccc1CNC(=O)c1ccc(CSc2nc3ccncc3n2Cc2ccccc2C)cc1	u	1%	-4%	1%	-3%	x	-2%	2%	20%
COc1ccc(NC(=O)Cn2c(CCC(=O)O)ccc2-c2ccc(C)cc2)cc1	u	-11%	u	-4%	-11%	1%	-4%	-27%	6%
CN(CCOc1ccc(Cl)cc1)C(=O)c1ccccc1SCC(=O)N1CCCC1	2%[12.7 µM]	x	7%	-9%	-2%	8%	x	12%	x
CCOC(=O)/C(C#N)=C1/CCCCCN1C	-8%	-19%	-6%	-18%	1%	-2%	-4%	25%	15%
Cc1ccc(Nc2nc(-c3c(C)n(C)n(-c4ccccc4)c3=O)c(C)s2)cc1	50µM*	-16%	u	0%	-14%	-2%	-6%	8%	8%
Cc1ccc(NC(=O)CN2C(=O)N/C(=C\c3ccco3)C2=O)cc1	x	x	x	-7%	-15%	20%	x	u	x
Cc1cc(C)c(NC(=O)CCn2c(=O)c3cccn3c3cccnc32)c(C)c1	2%[59 µM]	-8%	-1%	-17%	-8%	x	-2%	-2%	-26%
CC(C)c1ccc(NC(=O)CSc2ncnc3c2sc2ccccc23)cc1	7%[59 µM]	u	3%	-23%	-1%[60.1 µM]	x	-2%	-3%	-6%
O=C(NC1CCCC1)c1cc(COc2ccc3ncccc3c2)on1	-7%	-15%	-3%	-12%	13%	-5%	-2%	-1%	-16%
COc1ccc(Cc2nc(-c3ccccn3)no2)cc1OC	1%	-2%	u	0%	-6%	3%	1%	32%[activator]	u
COc1ccc(CCNC(=O)CCC(=O)N2CCN(S(=O)(=O)c3ccc(Cl)cc3)CC2)cc1OC	-6%[12.7 µM]	-10%	11%	-8%	4%	0%	1%	12%	17%
O=C(O)c1cc2nccc(-c3ccc(F)cc3)n2n1	u	10%	u	-19%	5%	-3%	-14%	14%	57%
c1ccc(-c2cc(NCCN3CCCCC3)c3ccccc3n2)cc1	40µM*	-13%	-21%	0%	-19%	8%	175%[activator]	u	u
Cc1nc(Cl)c(C(=O)NC(=O)Nc2cccc(C(F)(F)F)c2)c(C)c1[N+](=O)[O-]	8%[59 µM]	-2%	31%[activator]	-13%	6%	0%	1%	1%	37%
O=C1N/C(=C/c2ccc(Br)s2)C(=O)N1c1ccccc1	-5%	-2%	-37%	-6%	-7%	-10%	-4%	-4%	-21%
COc1cc2[nH]c(=O)n(CCCCCC(=O)N3CCN(c4ccccc4)CC3)c(=O)c2cc1OC	u	-17%	-24%	-16%	-6%	4%	0%	-14%	0%
COc1ccccc1N1CCN(C(=O)c2cn(CC(C)C)c(=O)c3c2c2ccccc2n3C)CC1	14%[59 µM]	6%	1%	-19%	8%	x	-6%	20%	-1%
Cc1cc2n(n1)C(c1ccc(O)cc1)Nc1ccccc1-2 (configuration not stated)	-6%[59 µM]	-11%	2%	-5%	-12%	14%	-3%	4%	1%
O=C1N=c2ccc(Br)cc2=C1c1sc(=S)n(NS(=O)(=O)c2ccccc2)c1O	16µM*	-17%	20µM*	-15%	-14%	14%	-2%	26%	-15%
CC/C(O)=N\S(=O)(=O)c1ccc(N=NN(C)C)cc1	-9%[59 µM]	15%	6%	-12%	4%	8%	2%	8%	-18%

# Single records, as listed above. Order of screens: G9a inh, Apoferritin bind, BAZ2B inh, Pol eta inh, Pol kappa inh, APEX1 inh, BLM inh, Pol iota inh, Pol beta inh
# COc1ccc(NC(=O)Cn2c(CCC(=O)O)ccc2-c2ccc(C)cc2)cc1 as listed: u, -11%, u, -4%, -11%, 1%, -4%, -27%, 6%
# c1ccc(-c2cc(NCCN3CCCCC3)c3ccccc3n2)cc1 as listed: 40µM*, -13%, -21%, 0%, -19%, 8%, 175%[activator], u, u
# CCOC(=O)C1=C(COc2ccccc2)NC(=O)NC1c1cccc([N+](=O)[O-])c1 (configuration not stated) as listed: u, -16%, -28%, 6%, -5%, 2%, -5%, 40µM*, 3%
# O=C(O)c1cc2nccc(-c3ccc(F)cc3)n2n1 as listed: u, 10%, u, -19%, 5%, -3%, -14%, 14%, 57%

# Further results
mol	G9a inh	Apoferritin bind	BAZ2B inh	Pol eta inh	Pol kappa inh	APEX1 inh	BLM inh	Pol iota inh	Pol beta inh
O=C(c1ccc2c(c1)OCO2)N1CCN(S(=O)(=O)c2ccccc2)CC1	4%	-6%	-14%	-19%	-8%	18%	-3%	27%	9%
COc1cccc(N2C(=NC(=O)CCc3ccccc3)SC3CS(=O)(=O)CC32)c1 (configuration not stated)	45%	-8%	-11%	1%	4%	12%	-1%	12%	16%
O=C(CCN1C(=O)c2ccccc2C1=O)NCCCn1ccnc1	2%	-10%	-22%	-18%	14%	0%	-1%	15%	25%
O=S(=O)(Nc1cccc(S(=O)(=O)N2CCCC2)c1)c1ccc(Cl)cc1	x	x	x	-20%	-2%	8%	x	29%	x
CCOC(=O)C1=C(O)/C(=C/c2ccc(OCC(=O)O)c(OCC)c2)SC1=Nc1ccccc1	-34%	-7%	u	-3%	-10%	-3%	-9%	127%[activator]	0%
COCCNC(=O)CN(C(=O)CCC(=O)Nc1ccccn1)c1ccc(F)c(Cl)c1	8%	-2%	2%	x	x	-9%	1%	x	18%
CC(=O)N1Cc2ccccc2CC1C(=O)OCC(=O)c1c(N)n(C)c(=O)n(C)c1=O (configuration not stated)	u	x	-11%	u	-22%	-8%	x	0%	x
Cc1nn(-c2ccccc2)c(C)c1/C=N/NC(=O)c1ccccc1NS(=O)(=O)c1cccs1	u	u	-30%	-4%	-20%	u	0%	61%[activator]	18%
COc1ccc(NC(=O)CS(=O)CC(=O)NCC2OCCc3ccccc32)cc1 (configuration not stated)	-31%	-2%	-15%	9%	-8%	u	-8%	-5%	13%
CCCCOc1ccc(NC(=O)C2CC=CCC2C(=O)O)cc1 (configuration not stated)	-25%[12.7 µM]	-23%	-7%	5%	-4%	-8%	0%	8%	-12%
O=C(c1ccccc1)N1CCC(=O)N1c1ccccc1	-8%[59 µM]	30%[activator]	13%	-11%	-3%	1%	-2%	u	-15%
CCOc1ccccc1N1CCN(C(=O)c2c(CC)noc2C)CC1	6%	x	-5%	-17%	-10%	2%	x	23%	x
COC(=O)[C@@H](NC(=O)Nc1ccc(C(C)=O)cc1)C(C)C	2%[59 µM]	-6%	4%	-2%	2%	-2%	-1%	23%	17%
CC(C)c1ccc(NC(=O)N2CCC(c3nc4ccccc4o3)CC2)cc1	-2%	-18%	-2%	-13%	3%	u	-9%	-10%	1%
NC(=O)CSc1ncc2c(n1)-c1ccccc1N(Cc1ccccc1)S2(=O)=O	7%[59 µM]	-5%	-6%	6%	-11%	x	-3%	13%	-1%
CCOCCCn1c(=S)[nH]c2cc(C(=O)NCCc3ccc(OC)c(OC)c3)ccc2c1=O	x	-8%	-1%	-19%	14%	-17%	-7%	14%	-3%
O=C(/C=C/c1ccc(S(=O)(=O)N2CCOCC2)cc1)NCc1ccccc1F	-8%[12.7 µM]	x	11%	3%	-11%	-3%	x	13%	x
O=C1c2ccccc2C(=O)N1C/C=C/CN1C(=O)c2ccccc2C1=O	1%[59 µM]	-8%	1%	x	x	-4%	1%	x	13%
CC(=O)Nc1ccc(NC(=O)CCCSc2nc3ccccc3s2)cc1	6%	-6%	-4%	-11%	-2%	-1%	-2%	130%[activator]	-22%
Cc1ccc(CN(c2ccc(C(=O)Nc3ccc4c(c3)OCO4)cc2)S(C)(=O)=O)cc1	16%[59 µM]	2%	-8%	-8%	-24%	-4%	-5%	-4%[58.9 µM]	7%
Cc1[nH]c(C)c(S(=O)(=O)N2CCCCC2C)c1C(=O)N1CCCC1 (configuration not stated)	57%	-5%	-19%	-7%	-6%	79%[activator]	1%	20%	7%

# High-throughput results: PubChem, National Center for Advancing Translational Sciences (NCATS)
